DAX1 inh-1: inhibitors of human orphan nuclear receptor DAX1 (NR0B1) | P51843 | HEK293 Gal4-DAX1 luciferase reporter, luminescence | inhibition, % at 6.75 µM | actives 0.99% (n = 340,000) | AID 504766;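 active means inhibition above the mean over all tested compounds plus 3 SD, cut at about 4.2% in these data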;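 further: 0% = DAX1-transfected cells with DMSO and 100% = empty-vector control cells with DMSO; inhibition shows as a rise in luminescence from relieved DAX1 repression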
NPR1 activator: GC-A (human) enzyme activation; actives 0.14% (n = 370,000); P16066; activation, % at 10 µM; HEK293 GC-A cells, cGMP TR-FRET, EC30 ANP; 0% at EC30 ANP, 100% saturating ANP; in the data active means activation above about 40%
Target sequence (P16066 whole entry, looked up): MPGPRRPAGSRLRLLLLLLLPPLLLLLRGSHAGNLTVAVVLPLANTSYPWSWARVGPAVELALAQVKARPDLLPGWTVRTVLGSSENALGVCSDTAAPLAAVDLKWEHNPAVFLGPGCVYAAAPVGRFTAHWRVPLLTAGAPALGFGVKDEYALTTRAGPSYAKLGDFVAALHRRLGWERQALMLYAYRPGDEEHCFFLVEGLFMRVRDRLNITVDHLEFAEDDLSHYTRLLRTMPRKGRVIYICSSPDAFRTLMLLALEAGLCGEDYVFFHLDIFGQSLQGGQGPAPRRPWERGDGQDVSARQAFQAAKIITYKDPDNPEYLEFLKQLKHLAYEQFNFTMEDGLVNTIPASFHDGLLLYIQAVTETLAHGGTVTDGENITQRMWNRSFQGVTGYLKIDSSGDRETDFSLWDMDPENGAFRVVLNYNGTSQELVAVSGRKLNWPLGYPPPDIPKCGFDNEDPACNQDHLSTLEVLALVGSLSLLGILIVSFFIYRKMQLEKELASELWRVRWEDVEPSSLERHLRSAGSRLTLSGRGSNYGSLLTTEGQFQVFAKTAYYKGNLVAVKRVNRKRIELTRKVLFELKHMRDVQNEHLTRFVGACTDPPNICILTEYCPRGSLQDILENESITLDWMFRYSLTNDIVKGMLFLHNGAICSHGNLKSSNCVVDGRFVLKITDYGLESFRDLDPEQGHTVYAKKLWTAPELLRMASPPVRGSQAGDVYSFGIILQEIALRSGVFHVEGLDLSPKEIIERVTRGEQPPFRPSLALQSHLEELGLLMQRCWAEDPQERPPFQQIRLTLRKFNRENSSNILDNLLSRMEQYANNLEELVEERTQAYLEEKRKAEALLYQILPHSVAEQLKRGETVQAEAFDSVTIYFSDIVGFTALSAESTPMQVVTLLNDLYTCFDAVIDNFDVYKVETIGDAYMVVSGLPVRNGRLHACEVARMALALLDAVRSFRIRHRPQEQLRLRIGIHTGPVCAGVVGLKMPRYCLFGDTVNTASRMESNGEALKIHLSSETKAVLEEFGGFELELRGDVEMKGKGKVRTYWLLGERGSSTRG
FXN GAA850 act: frataxin GAA850 promoter activation | AID 540364 | HEK293 lucGAA850 FXN promoter luciferase reporter, 24 h; percent of 10 µM SAHA response | actives 0.56% (n = 360,000) | activation, % at 6 µM;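 active means activation above the average of all compounds screened plus 3 SD, cutoff fixed separately per campaign, cut at about 7.5% in these data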;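 further: 0% = DMSO wells and 100% = 10 µM SAHA wells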
ADAM10 inh: inhibits human ADAM10; O14672; recombinant ADAM10, EDANS/DABCYL FRET peptide cleavage, 3 h; inhibition, % at 7 µM; actives 0.62% (n = 370,000); AID 720582;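 active means inhibition above a per-campaign cutoff equal to the mean of compounds falling between control-based bounds plus 3 SD, cut at about 20% in these data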;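 further: 0% = DMSO wells while the 100% control is not disclosed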
hgDAF12 agonist: activates the H. glycines DAF-12 receptor ligand-binding domain. activation, % at 6.8 µM. actives 1.8% (n = 370,000). HEK293 GAL4-hgDAF12 UAS-luciferase reporter, agonist luminescence; normalized to butyrate control;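 active means activation above a cutoff set at the mean of all screened compounds plus 3 SD, cut at about 10% in these data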;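 further: 0% = DMSO wells and 100% = sodium butyrate wells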
ssDAF12 agonist: S. stercoralis DAF-12 activation, primary screen. HEK293 ssDAF-12/GRIP1 lit1-tk-luc reporter, luminescence; % of 3 µM dafachronic acid response. activation, % at 6.8 µM. actives 1% (n = 370,000);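 active means activation above the mean over all tested compounds plus 3 SD, cut at about 0.9% in these data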;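 further: 0% = DMSO-only wells and 100% = 3 µM delta7-dafachronic acid wells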
SMARCA2 activ: activators of SMARCA2 function; MG213 cells, MMTV-luciferase reporter, dexamethasone, overnight; activation, % at 9.1 µM; actives 1% (n = 370,000); AID 652017; in the data active means activation above about 7.8%;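 further: 0% = vehicle wells and 100% = reference activator wells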
sPLA2-III inh: Inhibits HGIII-sPLA2 liposome hydrolysis, primary screen | actives 0.56% (n = 370,000) | inhibition, % at 12.2 µM | QFRET BODIPY PC-A2 liposome hydrolysis, fluorescence;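 active means inhibition above mean plus 3 SD of compounds lying within the high and low control bounds, cut at about 19% in these data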;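 further: 0% = median of test compound wells and 100% = no enzyme DMSO wells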
DAX1 inh-2: DAX1 (NR0B1) inhibition, primary screen; HEK293T StAR-luciferase reporter, SF-1/DAX-1 repression relief; inhibition, % at 6.8 µM; actives 1.1% (n = 370,000); AID 652010;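 active means inhibition above the mean over all tested compounds plus 3 SD, cut at about 3.6% in these data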;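 further: 0% = DAX-1 cells with DMSO and 100% = cells lacking DAX-1 with DMSO; higher inhibition means more luminescence from relief of DAX-1 repression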
GC-B act: GC-B (human) receptor activation; actives 0.11% (n = 370,000); activation, % at 10 µM; HEK293-GC-B cells, CNP EC30, cGMP TR-FRET; 0% at EC30 CNP, 100% saturating CNP; AID 1920062;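 active means activation at 10 µM reaching about 35% in either raw or pattern-adjusted values, limit read from the data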
hcDAF12 agonist: activates DAF-12 receptor from parasite H. contortus; actives 1.4% (n = 370,000); AID 652067; HEK293 hcDAF-12 lit1-tk-luc reporter, luminescence; 0% DMSO, 100% Δ7-dafachronic acid; activation, % at 6.8 µM;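 active means activation above the mean of all tested compounds plus 3 SD, cut at about 5.5% in these data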;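 further: 100% = response to 3 µM Δ7-dafachronic acid high control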
* marks the source's active call; other numbers are inactive results. The order is random; 6.6% or so of the library scored in one or more.

For CCCCCN(C(=O)CCC(=O)OCc1cccc(Br)c1)c1c(N)n(CCCC)c(=O)[nH]c1=O the results were DAX1 inh-1 -0.1, NPR1 activator -6, FXN GAA850 act -3.0, ADAM10 inh 7, hgDAF12 agonist -0.1, ssDAF12 agonist -0.1, SMARCA2 activ 1, sPLA2-III inh 6, DAX1 inh-2 1.5, GC-B act 3 and hcDAF12 agonist -0.7.
`C1N2CN3CN1CN(C2)C3` gave DAX1 inh-1 0.4, NPR1 activator 2, FXN GAA850 act 2.5, ADAM10 inh -8, hgDAF12 agonist 0.4, ssDAF12 agonist -0.5, SMARCA2 activ 0, sPLA2-III inh 10, DAX1 inh-2 -0.1, GC-B act -3 and hcDAF12 agonist 1.4.
Screening Cc1c(-n2c(-c3ccccc3Cl)n[nH]c2=S)c(=O)n(-c2ccccc2)n1C returned DAX1 inh-1 0.7, NPR1 activator 1, FXN GAA850 act 0.9, ADAM10 inh 3, hgDAF12 agonist -3.9, ssDAF12 agonist -1.2, SMARCA2 activ -2, sPLA2-III inh 6, DAX1 inh-2 0.4, GC-B act 0 and hcDAF12 agonist 1.5.
Cc1ccc(S(=O)(=O)N2CCN(C(=O)COC(=O)C3(C)CC3(Cl)Cl)CC2)c(C)c1 (stereo unspecified) was read as DAX1 inh-1 0.4, NPR1 activator -1, FXN GAA850 act -0.2, ADAM10 inh -4, hgDAF12 agonist -0.6, ssDAF12 agonist -0.7, SMARCA2 activ -2, sPLA2-III inh -4, DAX1 inh-2 1.3, GC-B act 2 and hcDAF12 agonist -1.0.
Screening Cc1ccc(C(C)C)c(OCc2ccc(C(=O)N/N=C/c3ccc(O)cc3O)cc2)c1 returned DAX1 inh-1 -3.6, NPR1 activator -10, FXN GAA850 act -9.4, ADAM10 inh -6, hgDAF12 agonist -16, ssDAF12 agonist -1.7, SMARCA2 activ -8, sPLA2-III inh 8, DAX1 inh-2 -3.3, GC-B act -2 and hcDAF12 agonist -7.8.
Screening COC(=O)c1cc(NS(=O)(=O)c2ccc(NC(C)=O)cc2)ccc1Cl returned DAX1 inh-1 -0.9, NPR1 activator 1, FXN GAA850 act 0.6, ADAM10 inh 6, hgDAF12 agonist -0.7, ssDAF12 agonist -1.3, SMARCA2 activ -4, sPLA2-III inh 0, DAX1 inh-2 -0.4, GC-B act 2 and hcDAF12 agonist -1.1.
`CC(=O)c1c(N2CCCCC2)nc(=O)n(-c2ccccc2)c1C` gave DAX1 inh-1 -1.1, NPR1 activator 6, FXN GAA850 act 1.0, ADAM10 inh -1, hgDAF12 agonist -0.5, ssDAF12 agonist -1.4, SMARCA2 activ -1, sPLA2-III inh 3, DAX1 inh-2 0.5, GC-B act 2 and hcDAF12 agonist 0.9.
`O=c1c(Cc2ccc(F)cc2)c(O)ccn1Cc1ccco1` gave DAX1 inh-1 4.1, FXN GAA850 act 1.3, ADAM10 inh 0, hgDAF12 agonist -2.2, ssDAF12 agonist -0.4, SMARCA2 activ -1, sPLA2-III inh -2, DAX1 inh-2 -0.2 and hcDAF12 agonist -0.8.
O=C(O)C1(Nc2ccc([N+](=O)[O-])cc2[N+](=O)[O-])CCCC1 was read as DAX1 inh-1 -0.3, NPR1 activator 2, FXN GAA850 act 0.0, ADAM10 inh 2, hgDAF12 agonist 0.1, ssDAF12 agonist -1.1, SMARCA2 activ -1, sPLA2-III inh -5, DAX1 inh-2 0.6, GC-B act -2 and hcDAF12 agonist -0.1.
`CCn1c2ccccc2c2cc(NC(=O)CSc3nnc(-c4ccccc4)n3Cc3ccco3)ccc21` gave NPR1 activator -4, ADAM10 inh 5, hgDAF12 agonist -4.4, ssDAF12 agonist -0.8, SMARCA2 activ -3, sPLA2-III inh -7, DAX1 inh-2 -1.4, GC-B act 11 and hcDAF12 agonist 0.1.
For CCOC(=O)c1sc(-c2ccccn2)nc1C the results were DAX1 inh-1 2.0, NPR1 activator -1, FXN GAA850 act 3.0, ADAM10 inh -8, hgDAF12 agonist 6.7, ssDAF12 agonist 0.1, SMARCA2 activ 4, sPLA2-III inh 3, DAX1 inh-2 1.1, GC-B act -1 and hcDAF12 agonist 3.9.
`O=C(C1=C[C@H](c2ccc(C(F)(F)F)cc2)C[C@H](OCc2ccc(CO)cc2)O1)N1CCOCC1` gave DAX1 inh-1 -0.3, NPR1 activator 1, FXN GAA850 act -0.8, ADAM10 inh -2, hgDAF12 agonist -2.1, ssDAF12 agonist -1.2, SMARCA2 activ 1, sPLA2-III inh -4, DAX1 inh-2 -0.2, GC-B act -1 and hcDAF12 agonist 2.1.
O=C(OCC(=O)N1CCOCC1)c1ccccc1SCC(=O)N1CCCC1 was read as DAX1 inh-1 0.8, NPR1 activator -1, FXN GAA850 act -0.7, ADAM10 inh -2, hgDAF12 agonist 0.5, ssDAF12 agonist -0.6, SMARCA2 activ 2, sPLA2-III inh 1, DAX1 inh-2 -0.6, GC-B act 1 and hcDAF12 agonist 0.1.
For COC(=O)c1ccc(NC(=O)Nc2ccc(F)cc2F)cc1 the results were DAX1 inh-1 -0.1, NPR1 activator 3, FXN GAA850 act 4.7, ADAM10 inh 14, hgDAF12 agonist 13*, ssDAF12 agonist -1.5, SMARCA2 activ 0, sPLA2-III inh -14, DAX1 inh-2 0.0, GC-B act 3 and hcDAF12 agonist -1.0.
CCCNC(=O)c1cc(C2CCCN(C(=O)C3CC3)C2)on1 (stereo unspecified) was read as NPR1 activator 0, FXN GAA850 act 3.5, ADAM10 inh -8, hgDAF12 agonist 6.1, ssDAF12 agonist -0.4, SMARCA2 activ -1, sPLA2-III inh 2, DAX1 inh-2 2.4, GC-B act 6 and hcDAF12 agonist 1.3.
Screening COc1ccc2c(c1)-c1nc(NC(=O)c3ccco3)sc1CC2 returned DAX1 inh-1 0.2, NPR1 activator -1, FXN GAA850 act 7.3, ADAM10 inh 11, hgDAF12 agonist 4.1, ssDAF12 agonist -1.3, SMARCA2 activ 2, sPLA2-III inh -11, DAX1 inh-2 -0.5, GC-B act -6 and hcDAF12 agonist -0.4.
`Cn1c(CN(O)S(=O)(=O)c2ccc(Cl)cc2)nnc1C(F)(F)F` gave DAX1 inh-1 0.9, NPR1 activator 1, FXN GAA850 act 3.8, ADAM10 inh -7, hgDAF12 agonist -0.8, ssDAF12 agonist -1.2, SMARCA2 activ -1, sPLA2-III inh 2, DAX1 inh-2 -0.1, GC-B act -2 and hcDAF12 agonist 0.3.
`O=C(C(c1ccccc1)N1CCOCC1)N1CCOCC1` (stereo unspecified) gave DAX1 inh-1 -0.5, NPR1 activator 0, FXN GAA850 act -0.6, ADAM10 inh 3, hgDAF12 agonist -0.6, ssDAF12 agonist -1.3, SMARCA2 activ 3, sPLA2-III inh 6, DAX1 inh-2 0.3, GC-B act 10 and hcDAF12 agonist -0.7.
C/C(=N/NC(=O)c1cc(O)c(O)c(O)c1)c1ccc([N+](=O)[O-])cc1 was read as DAX1 inh-1 -0.8, NPR1 activator -2, FXN GAA850 act -1.1, ADAM10 inh 15, hgDAF12 agonist 2.1, ssDAF12 agonist -1.1, SMARCA2 activ 3, sPLA2-III inh 13, DAX1 inh-2 -0.3, GC-B act -7 and hcDAF12 agonist -1.1.
O=C(Cn1cnc2ccccc2c1=O)N1CCN(c2ccccc2)CC1 was read as DAX1 inh-1 0.2, NPR1 activator 3, FXN GAA850 act 4.3, ADAM10 inh -2, hgDAF12 agonist -0.9, ssDAF12 agonist -1.2, SMARCA2 activ -2, sPLA2-III inh -4, DAX1 inh-2 -0.4, GC-B act 0 and hcDAF12 agonist -2.1.
Screening CN1CCN(CCCNC(=O)c2ccc3c(Cl)c4c(nc3c2)CCCC4)CC1 returned DAX1 inh-1 0.8, NPR1 activator 3, FXN GAA850 act 2.1, ADAM10 inh 0, hgDAF12 agonist 4.3, ssDAF12 agonist -1.1, SMARCA2 activ 1, sPLA2-III inh -3, DAX1 inh-2 0.8, GC-B act 4 and hcDAF12 agonist -2.1.
CCOCCCNC(=O)c1ccccc1SCC was read as DAX1 inh-1 -0.2, NPR1 activator 3, FXN GAA850 act -0.9, ADAM10 inh -1, hgDAF12 agonist 0.8, ssDAF12 agonist -0.3, SMARCA2 activ 3, sPLA2-III inh 6, DAX1 inh-2 -0.1, GC-B act 1 and hcDAF12 agonist 2.1.
Screening COc1ccc(CNc2ncnc3cc(OC)c(OC)cc23)cc1OC returned DAX1 inh-1 -1.8, NPR1 activator 9, FXN GAA850 act 1.2, ADAM10 inh 2, hgDAF12 agonist -2.3, ssDAF12 agonist -1.2, SMARCA2 activ -3, sPLA2-III inh -1, DAX1 inh-2 -1.2, GC-B act 0 and hcDAF12 agonist -2.6.
`CC(C)C(=O)N[C@H]1CCC2C3CC=C4C[C@@H](O)CC[C@]4(C)C3CC[C@@]21C` (stereo partly specified) gave DAX1 inh-1 -0.6, NPR1 activator -2, FXN GAA850 act 0.3, ADAM10 inh -4, hgDAF12 agonist -1.9, ssDAF12 agonist -1.4, SMARCA2 activ -2, sPLA2-III inh 11, DAX1 inh-2 -2.0, GC-B act 5 and hcDAF12 agonist -0.5.
Screening CCCCn1nnnc1C(c1ccccc1)N1CCN(c2ccc(C(F)(F)F)cc2[N+](=O)[O-])CC1 (stereo unspecified) returned NPR1 activator 0, ADAM10 inh 8, hgDAF12 agonist 1.9, ssDAF12 agonist -1.2, SMARCA2 activ -1, sPLA2-III inh -21, DAX1 inh-2 0.0, GC-B act 4 and hcDAF12 agonist -2.7.
CCOc1ccccc1OCC(=O)Nc1nnc(COC)s1 was read as DAX1 inh-1 1.1, NPR1 activator 5, FXN GAA850 act -0.9, ADAM10 inh -3, hgDAF12 agonist -0.5, ssDAF12 agonist -1.3, SMARCA2 activ -3, sPLA2-III inh 7, DAX1 inh-2 -1.0, GC-B act 0 and hcDAF12 agonist -1.1.
COc1ccccc1/C=C/C(=O)OCC(=O)c1c[nH]c2ccccc12 was read as DAX1 inh-1 -0.7, NPR1 activator 6, FXN GAA850 act -1.0, ADAM10 inh -49, hgDAF12 agonist 0.2, ssDAF12 agonist -1.2, SMARCA2 activ -2, sPLA2-III inh -23, DAX1 inh-2 0.2, GC-B act 1 and hcDAF12 agonist 1.1.
For COc1cccc(CNC(=O)CCCc2cn(C)c3ccccc23)c1 the results were DAX1 inh-1 3.7, NPR1 activator -2, FXN GAA850 act 0.1, ADAM10 inh -3, hgDAF12 agonist -1.6, ssDAF12 agonist -1.3, SMARCA2 activ -3, sPLA2-III inh 4, DAX1 inh-2 -0.4, GC-B act -2 and hcDAF12 agonist -0.6.

Compound activity from PubChem.
